PAFAH2 inh: PAFAH2 (human) inhibition; Q99487; recombinant PAFAH2, FP-rhodamine activity probe, fluorescence polarization; inhibition, % at 3.39 µM; hit rate 0.99% among 340,000; AID 492956;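 active means inhibition above the mean over all tested compounds plus 3 SD, cut at about 30% in these data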;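 further: inhibitors block probe labeling of enzyme so polarization drops; 0% = enzyme with DMSO and 100% = wells lacking PAFAH2 protein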
PAFAH1B3 FP inh: PAFAH1B3 (human) inhibition; recombinant PAFAH1B3, FP-rhodamine probe, fluorescence polarization; inhibition, % at 3.39 µM; Q15102; hit rate 0.28% among 340,000;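 active means inhibition above the screen-wide average of all tested compounds plus 3 SD, cut at about 25% in these data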;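 further: 0% = enzyme with DMSO only and 100% = wells lacking PAFAH1B3 protein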
Target sequence (Q15102 whole entry, looked up): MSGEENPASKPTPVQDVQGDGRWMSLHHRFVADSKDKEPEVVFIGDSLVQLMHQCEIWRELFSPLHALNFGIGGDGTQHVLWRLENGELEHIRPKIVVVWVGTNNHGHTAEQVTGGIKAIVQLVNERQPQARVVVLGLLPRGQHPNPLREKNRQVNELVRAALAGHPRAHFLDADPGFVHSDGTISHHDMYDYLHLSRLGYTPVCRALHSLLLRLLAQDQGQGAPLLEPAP
PAFAH1B2 FP inh: blocks human PAF acetylhydrolase 1b catalytic subunit 2. AID 492953. P68402. inhibition, % at 3.39 µM. hit rate 1.2% among 340,000. recombinant PAFAH1B2, FP-rhodamine activity probe, fluorescence polarization;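 active means inhibition above the mean of all tested compounds plus 3 SD, cut at about 24% in these data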;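 further: 0% = enzyme with DMSO and 100% = wells lacking PAFAH1B2; many of its hits are not listed in these tables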
Target sequence (P68402 whole entry, looked up): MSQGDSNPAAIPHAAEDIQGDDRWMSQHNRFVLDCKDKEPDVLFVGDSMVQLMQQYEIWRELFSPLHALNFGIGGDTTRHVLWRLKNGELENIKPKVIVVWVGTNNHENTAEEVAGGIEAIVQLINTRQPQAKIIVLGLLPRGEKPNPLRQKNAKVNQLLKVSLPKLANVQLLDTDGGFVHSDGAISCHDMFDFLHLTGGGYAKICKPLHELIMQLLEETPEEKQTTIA
Active calls of the source: *. The list is partial (hit frequency here may not be typical).

entry	mol	PAFAH2 inh	PAFAH1B3 FP inh	PAFAH1B2 FP inh
1	Cc1ccc(CSc2nnc(SCC(=O)N/N=C/c3c[nH]c4ccccc34)s2)cc1	30*	2	4
2	CCOC(=O)/C=c1/s/c(=C\c2c(OC)ccc3ccccc23)c(=O)n1CC(=O)NCC1CCCO1 (configuration not stated)	-6	3	5
3	O=C(Nc1cc(C(F)(F)F)ccc1Cl)C1CCN(c2nnc(-n3cccc3)s2)CC1	-2	1	1
4	CCN(CC)CCCNC(=S)N1CCN(c2nc3ccccc3n2CC)CC1	-1	15	2
5	COc1ccc(NC(=O)CCC(=O)NCc2ccco2)c([N+](=O)[O-])c1	-2	1	-2
6	Cc1ccc(NC(=O)Nc2ccon2)cc1	-5	4	1
7	COc1ccc(O)c(C(=O)CC(=O)c2ccncc2)c1	0	0	1
8	COc1cccc(CNc2ccc3[nH]c(=O)[nH]c3c2)c1OCc1ccc(F)cc1	-5	12	-1
9	O=C(NCc1cnc2ccccn12)C1CCC(=O)N(Cc2ccccc2F)C1 (configuration not stated)	0	-5	0
10	CCN(CC(=O)Nc1ccc(NC(C)=O)cc1)C(=O)Cc1ccc(Cl)c(Cl)c1	-1	5	5
11	Cc1nc(-c2cccc(NC(=O)c3ccc(Br)o3)c2)cs1	-5	8	2
12	COc1ccc(OCCN(C)CC(=O)Nc2c(C)cccc2C)cc1	-2	12	9
13	CCOC(=O)N1CCN(C(=O)CCc2ccc(S(=O)(=O)NC(C)(C)C)cc2)CC1	0	0	1
14	CCOC(=O)c1c(C)oc2c1c(C=NCCO)c(O)c1ccccc12	9	30*	7
15	CCN(Cc1ccccc1)S(=O)(=O)c1cc2c3c(c1)CCN3C(=O)CC2	3	7	8
16	COCCn1c(SCc2cccc(F)c2)nc2cc(C(=O)OC)ccc2c1=O	-4	1	-2
17	CC(C)C1Nc2c(O)cc(Cl)c([N+](=O)[O-])c2C2C=CCC21 (configuration not stated)	19	-3	42*
18	Cc1cc(C)c(C)c(S(=O)(=O)N2CCC(C(=O)N(C)Cc3nc4ccccc4c(=O)[nH]3)CC2)c1C	-2	1	5
19	COc1ccc(Cl)cc1C=CC=Nc1ccccc1O	6	9	3
20	O=C(c1cc(COc2ccc(F)c(F)c2)on1)N1CCN(C/C=C/c2ccccc2)CC1	7	11	1
21	COc1ccc(-c2nnc(Nc3ccc(S(=O)(=O)Nc4nccs4)cc3)c3ccccc23)cc1	14	7	0
22	COc1ccc(NC(=O)CN(C)C(=O)CCNC(=O)Nc2ccccc2)cc1	3	2	0
23	COc1cccc(NC(=O)CN(C)C(=O)C2CC(=O)N(CCc3ccc(OC)c(OC)c3)C2)c1 (configuration not stated)	-1	0	1
24	CC(C)(C)N(Cc1ccccc1)C(=O)COC(=O)C1CC(=O)N(Cc2ccccc2)C1 (configuration not stated)	8	13	15
25	CC(CCCN1CCCC1)Nc1ccnc2cc(Cl)ccc12 (configuration not stated)	-3	5	3
26	CC(SC(C)C(=O)NN=Cc1c[nH]c2ccccc12)C(=O)NN=Cc1c[nH]c2ccccc12 (configuration not stated)	-1	3	9
27	COc1cc(OC)cc(C(=O)NNC(=O)C(CCC(N)=O)NS(=O)(=O)c2ccc(Cl)cc2)c1 (configuration not stated)	2	6	4
28	Cc1nn(-c2ncccn2)c2c1C(=O)CC(C)(C)C2Br (configuration not stated)	6	-1	4
29	Cc1ccc(Nc2nnc(SCC(=O)NCc3ccco3)s2)cc1	8	5	11
30	CCN1C[C@@H]2[C@@H]3C(=O)N(C)C(=O)[C@@H]3[C@](Cc3ccccc3)(C1=O)N2C(=O)c1ccccc1	-6	5	2

entry	mol	PAFAH2 inh	PAFAH1B3 FP inh	PAFAH1B2 FP inh
31	CCc1ccc(OCC(=O)NNC(=S)NC(=O)C2CC2)c(Br)c1	-6	4	1
32	CCCCn1cnc2c(SCc3ccccc3)nc(N)nc21	8	6	2
33	CCOC(=O)C1=C(COC(=O)c2cc(S(=O)(=O)N3CCOCC3)ccc2F)NC(=O)NC1C (configuration not stated)	-2	8	-1
34	Cc1c(CCC(=O)O)c(=O)oc2c(C)c3occ(-c4ccc(Br)cc4)c3cc12	11	7	5
35	CCOc1ccccc1OCCCC(=O)Nc1ccc(S(=O)(=O)Nc2cc(C)nc(C)n2)cc1	-3	10	1
36	O=C(O)c1cccc(S(=O)(=O)N(Cc2ccccc2)c2ccccc2Cl)c1	5	8	19
37	O=[N+]([O-])c1cccc(COc2ccc(CN3CCOCC3)cc2)c1	9	5	-2
38	COc1ccc(CNS(=O)(=O)CCNCc2ccccc2OC)cc1	0	6	8
39	O=CN(CCNc1ccccc1)c1ccccc1	0	4	-4
40	COc1ccc(-n2nc(C(=O)NCC(=O)Nc3ccccn3)c3ccccc3c2=O)cc1Cl	-28	-23	-10
41	Cc1nccn1-c1c2c(c(C#N)c3nc4ccccc4n13)CCCC2	-4	9	3
42	CCCCCC1CC(=O)NC1(C(=O)OCC)C(=O)OCC (configuration not stated)	-1	1	6
43	O=C1NN(c2ccccc2)C(=O)/C1=C\c1ccccc1	0	9	3
44	O=C1C=CC(=Nc2ccc3c(c2)C(=O)c2ccccc2-3)O1	7	16	6
45	CC(=O)NC1CCC(=O)C=C1c1ccccc1 (configuration not stated)	8	6	1
46	O=C1c2ccccc2-c2c1c1ccccc1c(=O)n2-c1ccccc1	5	12	2
47	Cn1c(SCc2ccccc2)nccc1=O	-2	21	8
48	Cc1nnc2sc(-c3ccc(N(C)C)cc3)nn2c1=O	7	8	6
49	COCCN(CC(=O)Nc1ccccc1C(F)(F)F)C(=O)/C=C/c1cc(Cl)c2c(c1)OCCO2	1	0	-1
50	CC(C)C[C@@H](CNCC(=O)[C@H](C)NC(=O)c1[nH]cnc1C(=O)N[C@@H](C)CN)NC(=O)c1nc[nH]c1C(=O)N[C@@H](CC(=O)O)C(=O)O	-1	12	6
51	O=C(ONC(=O)C1CCCCC1C(=O)NOC(=O)c1ccccc1)c1ccccc1 (configuration not stated)	2	7	1
52	C/C(=N/NS(=O)(=O)c1ccc(C(C)(C)C)cc1)c1ccc2c(c1)OCO2	2	-2	8
53	O=C1NC[C@H](Cc2ccccc2)N(CC2CCN(CCC3CCCC3)CC2)C1=O	0	-4	2
54	COc1cc(COc2ccc(S(=O)(=O)N3CCOCC3)cc2[N+](=O)[O-])ccc1OC(F)F	5	5	4
55	CCCNC(=O)c1oc2ccc3c(c2c1C)C(O)CC(C)(C)O3 (configuration not stated)	-11	11	13
56	CCC1(C(N)=O)CC2C=CC1C2 (configuration not stated)	4	14	3
57	O=C(C=CC(=O)OC1CCCCC1)OC1CCCCC1	0	3	2
58	C[C@]12C=CC(=O)C=C1CC[C@@H]1[C@@H]2[C@@H](O)C[C@@]2(C)[C@H]1CC[C@]2(O)C(=O)COC(=O)CCC(=O)NCCc1ccc(O)cc1	-11	1	5
59	COc1ccc(C(=O)OCC(=O)N2CC(=O)Nc3ccccc32)cc1Br	1	2	0
60	CCCCn1c(N)c(N(CCC(C)C)C(=O)COC(=O)Cc2ccc(Cl)cc2)c(=O)[nH]c1=O	3	1	0

entry	mol	PAFAH2 inh	PAFAH1B3 FP inh	PAFAH1B2 FP inh
61	CCN1CCN(C(=O)N(CC(=O)Nc2ccc(C(N)=O)cc2)S(=O)(=O)c2ccc(C)cc2)CC1	13	-2	3
62	COc1ccc(S(=O)(=O)N2CCCCC2)cc1NC(=O)CCNC(=O)c1ccco1	5	5	2
63	O=C(CCCN1C(=O)c2ccccc2C1=O)Nc1c2c(nc3c1CCC3)CCC2	-1	8	9
64	Clc1ccc(-c2c(C3=NCCCN3)nnn2-c2ccc(Cl)cc2)cc1	5	0	1
65	CCN(C(=O)COC(=O)CCCc1nc2ccccc2s1)c1c(N)n(Cc2ccccc2)c(=O)[nH]c1=O	-3	5	1
66	O=C(Nc1ccc(Br)cc1)Nc1cnccn1	4	5	3
67	CC(OC(=O)C1=Cc2ccccc2OC1)C(=O)NCC1CCCO1 (configuration not stated)	9	11	2
68	Cc1noc(NS(=O)(=O)c2ccc(NC(=O)c3cc(S(=O)(=O)N(C)c4ccccc4)ccc3Cl)cc2)c1C	0	16	5
69	c1ccc(-c2cnn3c(-c4ccccc4)c(-c4ccccc4)nc3n2)cc1	-6	7	0
70	CCN(C(=O)COC(=O)Cn1c(=O)oc2ccccc21)c1c(N)n(Cc2ccccc2)c(=O)[nH]c1=O	5	13	-1
71	COc1cc(CN2CCN(Cc3c[nH]c4ccccc34)CC2CCO)cc(OC)c1 (configuration not stated)	4	9	5
72	C=CCOc1ccnc(-c2ccccc2)n1	6	3	6
73	CN(CCc1ccccc1)C(=O)c1ccc(NC(=O)Cc2ccc(NC(=O)C3CCCN(C(=O)c4ccccc4)C3)cc2)cc1 (configuration not stated)	2	1	2
74	O=C(Cc1ccc([N+](=O)[O-])cc1)NCCc1ccc2c(c1)OCO2	1	9	4
75	COc1cccc(N2C(=O)CC(N3CCN(S(=O)(=O)c4ccccc4[N+](=O)[O-])CC3)C2=O)c1 (configuration not stated)	4	4	6
76	CN(C)c1nc(Cl)nc2c1nc(Cl)n2C1CCCCO1 (configuration not stated)	3	5	3
77	CC(=O)c1cccc(OCC(=O)N(CCC2=CCCCC2)c2c(N)n(Cc3ccccc3)c(=O)[nH]c2=O)c1	0	-3	-7
78	Nc1cc2c(cc1[N+](=O)[O-])-c1ccccc1C2=NO	5	4	2
79	CCc1ccc2c(c1)C(=O)CCC2	0	1	1
80	CNC(=O)C1CC(=O)N(c2ccc(OCC(=O)Nc3ccc(F)cc3)cc2)C1 (configuration not stated)	8	3	4
81	CC1=C(CC(=O)NCC(=O)NCC(=O)O)c2cc(F)ccc2/C1=C/c1ccc(S(C)=O)cc1 (configuration not stated)	-2	4	0
82	O=C(NCCCC(=O)N1CCCCC1)c1ccc(Cl)cc1	0	-13	1
83	CC(O)(P(=O)(O)O)P(=O)(O)O	5	11	2
84	CNC(=O)c1cn2c3c(ccc(Cl)c3c1=O)OC(C)C2 (configuration not stated)	2	7	0
85	O=C1C[C@@H]2c3c(cccc3CN1Cc1ccc(Cl)cc1)C[C@@H](O)[C@H]2O	11	10	6
86	COc1cc2c(cc1OC)NC(=O)C2	1	7	2
87	CCCCn1c(N)c(N(CC(C)C)C(=O)Cc2ccc(S(=O)(=O)N3CCOCC3)s2)c(=O)[nH]c1=O	1	4	4
88	CC(=O)Nc1ccc(S(=O)(=O)NCC2CC3CCC2C3)cc1 (configuration not stated)	-1	8	12
89	CC(=O)NCCc1nc2ccccc2n1CCc1ccccc1	5	9	5
90	O=C(c1cccnc1)N1CCN(S(=O)(=O)c2cccc(Cl)c2)CC1	-1	3	2

From entry 1 up to 4, as listed above:
entry	mol	PAFAH2 inh	PAFAH1B3 FP inh	PAFAH1B2 FP inh
1	Cc1ccc(CSc2nnc(SCC(=O)N/N=C/c3c[nH]c4ccccc34)s2)cc1	30*	2	4
2	CCOC(=O)/C=c1/s/c(=C\c2c(OC)ccc3ccccc23)c(=O)n1CC(=O)NCC1CCCO1 (configuration not stated)	-6	3	5
3	O=C(Nc1cc(C(F)(F)F)ccc1Cl)C1CCN(c2nnc(-n3cccc3)s2)CC1	-2	1	1
4	CCN(CC)CCCNC(=S)N1CCN(c2nc3ccccc3n2CC)CC1	-1	15	2

The results go on.
entry	mol	PAFAH2 inh	PAFAH1B3 FP inh	PAFAH1B2 FP inh
91	COc1cccc(C(=O)Oc2ccccc2/C=C\C(=O)c2cc3ccccc3o2)c1	-7	-13	-2
92	COC(C[C@@H](O)[C@H](C)[C@H](O)COCc1ccccc1)OC	-2	-3	0
93	COc1ccccc1CNS(=O)(=O)CCNC1CCCCC1	-4	3	3
94	COc1cc(C)cc2c1OC(c1ccccc1)CC2=O (configuration not stated)	0	1	3
95	O=C(COC(=O)Cn1cnc2ccccc2c1=O)NCc1ccccc1	7	-3	1
96	O=C(O)CCC1(CCC(=O)O)CCCC(CCC(=O)O)(CCC(=O)O)C1=O	11	14	4
97	CCC(Oc1ccccc1)C(=O)N(CC)CC(=O)NCc1ccc(F)cc1 (configuration not stated)	1	7	3
98	CC(SC(C)C(=O)NN=Cc1cccc(Cl)c1)C(=O)NN=Cc1cccc(Cl)c1 (configuration not stated)	-3	3	5
99	Cc1cc(C(=O)OCC(=O)c2cccs2)ccc1[N+](=O)[O-]	14	7	10
100	O=C(N/N=C\C=C\c1ccc([N+](=O)[O-])o1)c1cccs1	5	10	-1
101	O=C(NN=Cc1ccccc1O)C1CC1	0	8	7
102	CCOC(=O)C1=C(O)/C(=C/c2cn(CC(=O)N3CCCC3)c3ccccc23)SC1=Nc1ccccc1	6	2	-1
103	CCCn1c(SCC(=O)N2CCCC2=O)nc2ccccc2c1=O	6	5	6
104	CCOc1ccc2c(c1)n([O-])c1c([n+]2=O)CCCC1	7	-1	2
105	Cc1cccc(N(C(=O)c2snc(C(N)=O)c2N)C(C(=O)NC2CCCC2)c2ccco2)c1 (configuration not stated)	-15	0	2
106	O=C(CCCCCCCC(=O)N1CCCCC1)N1CCCCC1	5	4	1
107	COc1ccc(/C=C/C(=O)C(C)(C)C)cc1OC	3	11	5
108	CSCCC(NC(=O)OCc1ccccc1)C(=O)NCc1cccnc1 (configuration not stated)	-1	3	2
109	O=C(NC1(C(=O)O)CCCC1)c1ccccc1	0	9	4
110	CN(C)CCNc1ccc(CO)c2oc3ccc(O)cc3c(=O)c12	2	2	0
111	COc1cc(-c2c(C(C)=O)c(C)nc3c2C(=O)c2ccccc2-3)cc(OC)c1OC	1	0	-4

Screens (PubChem)
